# Source: PubChem BioAssay (National Center for Advancing Translational Sciences (NCATS))
# ELG1 genotoxic – qHTS screen for small molecules that induce genotoxicity in human embryonic kidney (HEK293T) cells expressing luciferase-tagged ELG1. HEK293T ELG1-luciferase reporter, luminescence, 16 h. Potency, µM (top dose mostly 46 µM), for inactives: at the top dose activity change, positive = activation, actives largely listed as activators. actives 1.3% (n = 330,000). AID 504466, 2011; also: potency is read from the fitted curve at half-maximal effect; % of control where 0% means no effect; nearly all actives have a fitted effect of over 60% in size
#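 Reporter readout depends on ELG1 protein level, which increases with genetic stress. After 16 hr compound exposure at 37 °C, luciferase activity was quantified using ONE-Glo.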
# BRCA1 expr up – qHTS Assay to Identify Small Molecule Activators of BRCA1 Expression; AID 624202, 2012; MCF7-BRCA1-FFLuc reporter, luminescence, 48 h; response scale: scaled: vehicle 0%, 10 µM genistein 100%; actives 1.1% (n = 380,000); Potency, µM (series often up to 46.1 µM), inactives show at the highest dose activation, actives largely listed as activators; also: potency is read from the fitted curve at half-maximal effect; nearly all actives have a fitted effect of over 80% in size; some results filed as inactive show a strong effect at the top dose
#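 Luminescence from a BRCA1-driven firefly luciferase in MCF7 cells was read after 48 h compound exposure at 37 C. Data normalized against DMSO and a 10microM genistein activation control, then curve-fitted across the titration.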
# p53 reactivator – qHTS assay for re-activators of p53 using a Luc reporter; Potency, µM (doses to about 92.2 µM), for inactives: at the highest dose activity change, positive = activation, most hits filed as activators; H1299 p53-A138V BP100-luciferase reporter, luminescence, 24 h; actives 0.063% (n = 320,000); AID 504706, 2011; also: potency is read from the fitted curve at half-maximal effect; % of control where 0% means no effect; nearly all actives have a fitted effect of over 45% in size
#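 H1299 (p53-null), stable ts p53-A138V + BP100-Luc; 1000 cells/well, Opti-MEM/10% FBS; cpd 4 pt, 1:5; 24 h, 37 deg C, 5% CO2; detection reagent 10 min RT; luminescence.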
# FLuc counter – qHTS profiling assay for firefly luciferase inhibitor/activator using purifed enzyme and Km concentrations of substrates (counterscreen for miR-21 project). Luciferin 4-monooxygenase (Photinus pyralis), P08659. purified FLuc, Km substrates, luminescence inhibition. Potency, µM (titrated, usually from 57.5 µM), for the others: at the top dose activity change, negative = inhibition, usual class: inhibitors. actives 6.9% (n = 360,000). AID 588342, 2011;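 also: potency is read from the fitted curve at half-maximal effect; plate controls were vehicle for no effect and reference inhibitor for full effect; nearly all actives have a fitted effect of over 55% in size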
# Target sequence (P08659 whole entry, looked up): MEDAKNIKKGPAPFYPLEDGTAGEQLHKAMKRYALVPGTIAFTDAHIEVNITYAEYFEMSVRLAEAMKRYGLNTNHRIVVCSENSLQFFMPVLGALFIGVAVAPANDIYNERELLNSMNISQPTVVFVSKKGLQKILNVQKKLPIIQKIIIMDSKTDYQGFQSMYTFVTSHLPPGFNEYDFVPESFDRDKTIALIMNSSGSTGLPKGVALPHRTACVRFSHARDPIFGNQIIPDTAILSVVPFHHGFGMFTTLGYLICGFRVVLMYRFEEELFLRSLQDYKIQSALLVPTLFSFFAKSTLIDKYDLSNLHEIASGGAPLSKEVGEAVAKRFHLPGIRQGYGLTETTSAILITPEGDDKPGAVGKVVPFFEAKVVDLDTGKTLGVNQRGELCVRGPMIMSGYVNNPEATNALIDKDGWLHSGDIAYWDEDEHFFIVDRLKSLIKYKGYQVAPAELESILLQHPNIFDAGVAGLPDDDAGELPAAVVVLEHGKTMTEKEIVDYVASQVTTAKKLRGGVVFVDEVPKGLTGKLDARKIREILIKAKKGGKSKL
#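 Purified P. pyralis luciferase, 10 nM final, with Km-level 10 uM D-luciferin and 10 uM ATP in 50 mM Tris acetate pH 7.5, 10 mM Mg acetate, 0.01% Tween-20, 0.05% BSA; 6-point qHTS titration about 60 µM downward; luminescence read.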
# RORgamma inh – qHTS for inhibitors of ROR gamma transcriptional activity | Drosophila S2 Gal4-RORgamma UAS-luciferase reporter, 20 h | Potency, µM (titrated, usually from 53.6 µM), for inactives: at the top dose activity change, negative = inhibition, actives largely listed as inhibitors | actives 5.4% (n = 310,000) | AID 2551, 2010; also: potency is read from the fitted curve at half-maximal effect; % is scaled to controls: 0 for no effect and ±100 for the full control effect; nearly all actives have a fitted effect of over 60% in size
#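 ROR gamma transcriptional activity was tracked as Gal4-UAS luciferase output in stably transfected Drosophila Schneider cells, with compound added 1 hr before 700 uM copper sulfate induction and a 20 hr ambient-temperature incubation.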
# NPC1 promoter act – qHTS Assay for NPC1 Promoter Activators; actives 2.4% (n = 320,000); Potency, µM (doses to about 9.22 µM), for inactives: at the highest dose activation, usual class: activators; Huh7 NPC1 promoter luciferase reporter, 24 h;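 also: potency is read from the fitted curve at half-maximal effect; % of control where 0% means no effect; nearly all actives have a fitted effect of over 60% in size; reporter is driven by a mutant NPC1 promoter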
#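 In 1536-well qHTS, Huh7 cells harboring an NPC1 promoter–luciferase construct received compound for 24 h; activation was quantified by luminescence following luciferase reagent addition.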
# TRPV1 agonist – HTS Assay for Compounds that Act as Agonists of the Vanilloid Receptor 1; activation, % at 8.33 µM; TRPV1-expressing cells, Fluo-8 calcium influx, agonist mode; actives 0.19% (n = 320,000); in the data active = activation above about 80%; inconclusive = between about 30% and that limit; also: 0% is about no effect
#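 TRPV1-expressing cells were cultured overnight at 35.5C and loaded with Fluo-8 calcium dye for 40 to 90 min at room temperature. After a 10 s baseline, compound was added and calcium influx was read kinetically for 3 min (ex 480/em 520 nm).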
# Tb PFK block – qHTS Assay to Find Inhibitors of T. brucei phosphofructokinase; ATP-dependent 6-phosphofructokinase (Trypanosoma brucei brucei), O15648; T. brucei PFK, ADP-Glo luminescence; Potency, µM (titrated, usually from 57.5 µM), for the others: top-dose activity, negative = inhibition, usual class: inhibitors; actives 0.17% (n = 330,000); AID 485367, 2010;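 also: potency is read from the fitted curve at half-maximal effect; 0% = uninhibited 1x PFK enzyme wells and -100% = no-enzyme wells; nearly all actives have a fitted effect of over 60% in size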
# Target sequence (O15648 whole entry, looked up): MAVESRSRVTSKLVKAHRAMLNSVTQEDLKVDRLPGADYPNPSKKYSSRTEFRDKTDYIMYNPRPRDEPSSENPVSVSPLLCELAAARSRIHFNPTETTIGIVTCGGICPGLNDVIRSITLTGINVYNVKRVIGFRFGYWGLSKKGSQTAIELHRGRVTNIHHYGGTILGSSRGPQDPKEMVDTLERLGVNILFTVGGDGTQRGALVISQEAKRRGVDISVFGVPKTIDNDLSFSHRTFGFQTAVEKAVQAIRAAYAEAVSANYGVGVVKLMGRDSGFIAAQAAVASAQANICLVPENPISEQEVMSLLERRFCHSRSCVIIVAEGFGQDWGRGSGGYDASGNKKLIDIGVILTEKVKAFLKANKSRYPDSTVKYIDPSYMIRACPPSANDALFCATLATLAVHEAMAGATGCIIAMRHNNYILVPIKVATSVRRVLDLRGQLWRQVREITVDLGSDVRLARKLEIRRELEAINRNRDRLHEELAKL
#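 Activity is normalized to no-enzyme wells (full inhibition) and 1.25 nM enzyme wells (no inhibition). Reaction: 0.5 mM F6P, 0.1 mM ATP, 45 min RT, ADP-Glo luminescence; concentration-response curves fitted and classed by quality.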
# Rab9 prom act – qHTS Assay for Rab9 Promoter Activators; Huh7 Rab9 promoter-luciferase reporter, luminescence, 24 h; Potency, µM (series often up to 9.22 µM), without a hit: at the top dose activation, negative = inhibition, actives largely listed as activators; actives 2.8% (n = 320,000); also: potency is read from the fitted curve at half-maximal effect; % of control where 0% means no effect; nearly all actives have a fitted effect of over 60% in size
#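 Huh7 cells stably carrying Rab9 promoter–luciferase reporter, plated 1500 cells/well, compound added after 2 h and incubated 24 h at 37 °C; luciferase luminescence then read after 10 min with detection reagent.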
# ELG1 repair inh – qHTS screen for small molecules that inhibit ELG1-dependent DNA repair in human embryonic kidney (HEK293T) cells expressing luciferase-tagged ELG1. HEK293T ELG1-luciferase reporter, luminescence, 16 h; DNA damage induced by 5-fluorouridine. Potency, µM (titrated, usually from 46.1 µM), for the others: top-dose activity change, negative = inhibition, usual class: inhibitors. actives 2.3% (n = 330,000). AID 504467, 2011; also: potency is read from the fitted curve at half-maximal effect; % is scaled to controls: 0 for no effect and ±100 for the full control effect; nearly all actives have a fitted effect of over 55% in size
#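 Luminescence from the luciferase reporter, measured 30 min after ONE-Glo reagent at room temperature, was the read-out. Beforehand, 2,000 cells per well were exposed for 16 hr at 37 °C to 5-fluorouridine together with compound or vehicle.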
# VP16 counter – VP16 counterscreen qHTS for inhibitors of ROR gamma transcriptional activity; actives 3.5% (n = 310,000); Potency, µM (titrated, usually from 53.6 µM), inactives show top-dose activity, negative = inhibition, most hits filed as inhibitors; Drosophila S2 Gal4-VP16 UAS-luciferase, luminescence, 20 h; AID 2546, 2010;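 also: Gal4-VP16 expression switched on by copper sulfate through the metallothionein promoter; potency is read from the fitted curve at half-maximal effect; % is scaled to controls: 0 for no effect and ±100 for the full control effect; nearly all actives have a fitted effect of over 50% in size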
# Starred values were filed as active, the others as inactive; ? = inconclusive; · = not tested or not shown; [ ] = dose if it differs, or a comment. Unless noted, calls follow the shape of the dose curve; as a rule, active = well fitted curve in the direction sought with a large enough effect; inconclusive = small, poorly fitted or top-dose-only effect, or another doubt; inactive = no such curve, though single readings can be large; an effect the other way counts as inactive or inconclusive.
SMILES,ELG1 genotoxic,BRCA1 expr up,p53 reactivator,FLuc counter,RORgamma inh,NPC1 promoter act,TRPV1 agonist,Tb PFK block,Rab9 prom act,ELG1 repair inh,VP16 counter
O=C(Nc1ccccc1)Nc1ccncc1,9%,54%,15%,?,14%,0%,?,-4%,-3%,?,3%
CC(=O)c1cccc(NC(=O)/C=C/c2ccc(S(=O)(=O)N3CCOCC3)cc2)c1,-5%,-26%,-1%,·,·,·,·,-7%,·,23µM*,·
CCCN1C2=NCCN2c2cc(C)c(C)cc21,-4%,-11%,?,-4%,?,4%,-1,-5%,-3%,-6%,-1%
COc1cccc2cc(C(=O)N(C)C3CCN(C)CC3)c(=O)oc12,1%,0%,-2%,1%,-42%,-2%,1,4%,0%,-9%,0%
Cc1ccc(OC(=S)Nc2ccc(O)cc2)cc1,-4%,-12%,5%,2%,2%,-2%,1,-7%,0%,20%,-5%
CC1(C)CC(=O)c2sc(NC(=O)Cc3cccs3)nc2C1,2%,77%,8%,0%,?,2%,-3,-3%,1%,-19%,-2%
CCN(CC)S(=O)(=O)c1ccc(N/N=C/c2ccc(OC)c(OC)c2OC)nc1,2%,-51%,-3%,1%,-8%,-9%,-1,4%,-8%,-25%,-10%
O=C(COC(=O)C1CC2CCCC(C1)C2=O)NC1CCCCC1 (centres undefined),3%,3%,2%,3%,·,1%,1,2%,-3%,20%,·
C[C@H](CO)N1C[C@H](C)[C@@H](CN(C)S(=O)(=O)c2cccs2)Oc2c(NS(=O)(=O)c3ccc(F)cc3)cccc2C1=O,0%,-10%,4%,·,·,·,·,3%,·,-6%,·
CCOC(=O)C1=C(C)NC2=C(C(=O)CC(C)(C)C2)C1c1ccsc1 (centres undefined),1%,0%,0%,2%,0%,2%,4,-1%,15%,1%,1%
CCOC(=O)N1CCN(C2CCCN(C(=O)c3cccc(Cl)c3)C2)CC1 (centres undefined),2%,-10%,-1%,2%,20%,-8%,1,-1%,-3%,5%,-6%
COc1cccc(C2(O)CCN(C(=O)C3CCC3)CC2)c1,1%,-10%,3%,3%,-5%,5%,1,-2%,-6%,-5%,2%
O=C(Nc1ccc2oc(-c3ccncc3)nc2c1)c1ccc([N+](=O)[O-])o1,0%,-80%,-15%,-1%,-37%,-9%,3,-4%,-2%,?,-13%
Nc1nc(-c2cccs2)c(CC(=O)O)s1,-1%,7%,-2%,5%,6%,-8%,2,-1%,-1%,-11%,1%
CC(C)C(=O)Nc1ncc(C(F)(F)F)cc1Cl,0%,0%,0%,1%,8%,-2%,1,4%,-25%,-5%,5%
Cc1coc2cc3oc(=O)c(CCC(=O)NCCCN4CCCC4=O)c(C)c3cc12,-2%,9%,5%,-7%,31%,7%,0,-1%,-4%,7%,-4%
O=C(NCC1CCCO1)c1cc2ccccc2nc1Cl (centres undefined),10%,40%,5%,-10%,3%,7%,0,4%,?,?,-4%
COC(=O)c1ccccc1NC(=O)c1ccc2c(c1)OCCCO2,?,19%,11%,19µM*,?,?,15,0%,2µM*,?,7%
Cc1cccc(CSC2=NCCN2C(=O)C2CC2)c1,0%,-61%,1%,-1%,17%,1%,1,-4%,-11%,0%,-7%
CCCCN(C(=O)c1oc2ccc(OCC)cc2c1C)c1c(N)n(CC(C)C)c(=O)[nH]c1=O,?,-8%,8%,-16%,·,-5%,9,3%,1%,?,·
CCN(CC)S(=O)(=O)c1ccc(NC(=O)CSc2nnc(-c3cccc(OC)c3)n2C)cc1,-6%,-49%,-1%,-10%,44%,-3%,15,-3%,-1%,?,-19%
COc1ccc(NS(=O)(=O)c2cc(NC(=O)c3cnc(C)cn3)ccc2N2CCCCC2)cc1,1%,-58%,-11%,0%,29%,-5%,90*,0%,-6%,-1%,-2%
COc1ccccc1CN1CC(C(=O)N(C)Cc2nc(C)cs2)CCC1=O (centres undefined),1%,0%,3%,-7%,17%,-5%,1,0%,-4%,27%,14%
CSC1=NSC2=NC(=O)/C(=C\c3ccc(OC(=O)c4ccco4)cc3)C(=N)N12,?,47%,?,19µM*,6%,3.5µM*,1,0%,1.6µM*,?,-13%
COc1ccc(S(=O)(=O)Nc2ccc(NC(C)=O)cc2)cc1[N+](=O)[O-],0%,-13%,-4%,-2%,13%,-4%,1,0%,-8%,14%,7%
Cc1ncc(C[n+]2csc(CCOC(=O)C34CC5CC(CC(C5)C3)C4)c2C)c(N)n1,2%,-15%,0%,1%,-17%,-6%,2,1%,-5%,7%,4%
COCCCNC(=O)c1cc2c(=O)n3cc(C)ccc3nc2nc1NCC1CCCO1 (centres undefined),-1%,·,-9%,-1%,-16%,1%,13,0%,-4%,-2%,-8%
Cc1noc(C)c1CSCC(=O)OCc1nc2ccccc2c(=O)n1CC#N,0%,3%,1%,-1%,-6%[10 µM],1%,-4,0%,-5%,3%,-3%
Brc1ccccc1-c1nnc(SCc2nc3ccccc3s2)o1,?,7%,?,7.6µM*,-15%,22%,5,0%,?,?,-8%
O=C(c1ccccc1)c1ccc2nc(-c3ccc(NC(=O)c4ccccc4Br)cc3)[nH]c2c1,-3%,-44%,-3%,-14%,8%,0%,19,4%,8%,?,5%
O=C(NCCC1CCCCN1S(=O)(=O)c1ccc(Cl)cc1)C(=O)NCc1ccncc1 (centres undefined),-3%,-81%,-3%,2%,·,13%,1,0%,-1%,-17%,·
CN(C)/C=C1\C=C(c2ccccc2)OC1=O,9%,43%,-5%,-15%,?,10%,·,-30%,2%,?,35µM*
CC(C)c1ccc(CNc2c([N+](=O)[O-])c(=O)oc3ccccc23)cc1,-5%,19%,3%,4%,12%,2%,?,3%,1%,-2%,-5%
COc1cc2cc(CN(Cc3cccs3)C(=S)Nc3ccccc3)c(=O)[nH]c2cc1OC,-5%,-33%,-4%,4%,44%,-3%,-4,3%,2%,8.2µM*,-2%
CCC(C)NC(=O)c1ccc(C)c(NC(=O)C2=C(C)OCCS2)c1 (centres undefined),-1%,-13%,-1%,-1%,-5%,-5%,16,-21%,?,?,-1%
O=C(O)C/C(=C\c1ccc(Cl)cc1)c1nc2ccccc2o1,2%,-7%,-2%,?,1%,0%,-2,3%,-1%,3%,3%

# Quoted from the listing.
# BRCA1 expr up result of O=C(NCC1CCCO1)c1cc2ccccc2nc1Cl (centres undefined) : 40%
# ELG1 repair inh result of Nc1nc(-c2cccs2)c(CC(=O)O)s1 : -11%

# Given with values under each structure: 4 of the compounds above.
# Values run as follows: ELG1 genotoxic | BRCA1 expr up | p53 reactivator | FLuc counter | RORgamma inh | NPC1 promoter act | TRPV1 agonist | Tb PFK block | Rab9 prom act | ELG1 repair inh | VP16 counter
O=C(NCCC1CCCCN1S(=O)(=O)c1ccc(Cl)cc1)C(=O)NCc1ccncc1 (centres undefined)
    -3% | -81% | -3% | 2% | · | 13% | 1 | 0% | -1% | -17% | ·
COc1cc2cc(CN(Cc3cccs3)C(=S)Nc3ccccc3)c(=O)[nH]c2cc1OC
    -5% | -33% | -4% | 4% | 44% | -3% | -4 | 3% | 2% | 8.2µM* | -2%
CN(C)/C=C1\C=C(c2ccccc2)OC1=O
    9% | 43% | -5% | -15% | ? | 10% | · | -30% | 2% | ? | 35µM*
CC(C)c1ccc(CNc2c([N+](=O)[O-])c(=O)oc3ccccc23)cc1
    -5% | 19% | 3% | 4% | 12% | 2% | ? | 3% | 1% | -2% | -5%
